# phage Ecoli inh – E. coli growth loss with phage present. growth absorbance. inhibition, % at 11.9 µM. 360,000 compounds, 0.26% hits. AID 651602; in the data active = inhibition above about 11%
# OPRM1-OPRD1 inv – mu-delta opioid heterodimer inverse agonism; AID 504357; inhibition, % at 9.3 µM; P35372+P41143; cell-based MOR-DOR heterodimer luminescence; 340,000 compounds, 0.21% hits; in the data active = inhibition above about 22%, passing the limit was not always enough;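 note: 0% = cells with DMSO and 100% = wells without cells with DMSO; values of inactives mirror those of a sister screen read the other way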
# MOR-DOR ag – OPRM1-OPRD1 heterodimerization agonism; P35372+P41143; cells, luminescence; activation, % at 9.3 µM; 340,000 compounds, 0.3% hits; AID 504326; in the data active = activation above about 18%;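 note: 0% = vehicle-treated cells and 100% = reference agonist; values of inactives mirror those of a sister screen read the other way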
# SUMO Mot1 rescue – SUMOylation pathway inhibition by Mot1-301 growth rescue; 320,000 compounds, 1% hits; S. cerevisiae Mot1-301 growth rescue, ATP luminescence, 38.5C; percent above DMSO median, 100 means doubled; growth rescue, % at 18.8 µM;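 active = every valid replicate shows activation above 250% relative to neutral control wells; inactive = the rest, any valid replicate at or below 250%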;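 note: OY570 slx delta 5 strain wells were the positive control but not used for scaling; some compounds called inactive have numbers as strong as hits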
# PKA-R1A activ – PKA-R1A complex activation. P00514+P68181. PKA-R1A dissociation, Cy5-IP20 fluorescence polarization; scaled: DMSO 0%, 113 µM cGMP 100%. activation, % at 11.4 µM. 340,000 compounds, 0.083% hits;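 active = percent activation above the mean of all tested compounds plus 3 SD, cut at about 19% in these data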;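 note: higher means more PKAc released from R1A so a rise in polarization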
# E coli growth – counter-screen for AddAB inhibitors: E. coli growth inhibition | E. coli V3065 growth, OD600 absorbance, 18 h | inhibition, % at 11.9 µM | 330,000 compounds, 0.27% hits | AID 449728;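 active = inhibition above the campaign's mean inhibition across all tested compounds plus 3 SD, cut at about 9.9% in these data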;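 note: uninfected addAB+ strain grown without phage in ampicillin broth; 0% = DMSO wells and 100% = ciprofloxacin 0.95 µg/ml wells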
# AddAB inh – less growth of phage-infected E. coli with AddAB; E. coli expressing H. pylori AddAB, absorbance growth; inhibition, % at 11.9 µM; 330,000 compounds, 0.29% hits; AID 435030; in the data active = inhibition above about 12%;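 note: 0% = vehicle wells of infected cells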
# PKA-R2B act – activators of human PKA-R2B complex; activation, % at 11.4 µM; PKA-R2B holoenzyme dissociation, Cy5-IP20 fluorescence polarization; R2B truncated from residue 108, S112A mutant; 0% DMSO only, 100% 113 µM cGMP; AID 504700; P22694+P31323; 340,000 compounds, 0.079% hits;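 active = activation above a cutoff set at the mean over all compounds plus 3 SD, cut at about 18% in these data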;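 note: higher means more holoenzyme dissociation and a rise in polarization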
# Target sequence (P31323 whole entry, looked up, other chains not shown, the tested form may be a part): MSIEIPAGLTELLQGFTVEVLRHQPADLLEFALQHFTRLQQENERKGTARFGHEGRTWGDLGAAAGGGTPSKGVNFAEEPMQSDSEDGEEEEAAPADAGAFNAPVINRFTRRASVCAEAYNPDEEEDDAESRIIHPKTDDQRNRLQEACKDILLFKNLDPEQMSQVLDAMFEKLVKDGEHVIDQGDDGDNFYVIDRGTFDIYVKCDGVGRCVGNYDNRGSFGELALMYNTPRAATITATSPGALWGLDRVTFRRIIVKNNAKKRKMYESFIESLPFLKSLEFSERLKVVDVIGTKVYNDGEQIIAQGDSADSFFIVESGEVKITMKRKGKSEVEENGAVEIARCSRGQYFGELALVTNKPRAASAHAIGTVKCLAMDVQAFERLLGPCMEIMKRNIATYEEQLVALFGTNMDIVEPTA
# HTR5A inv ag – inverse agonist of human HTR5A in OPRM1-OPRD1 counter-screen; HTR5A cell line, luminescence, inverse agonism; inhibition, % at 9.3 µM; 340,000 compounds, 0.083% hits; in the data active = inhibition mostly above about 23%, no sharp cut-off; inactive = mostly below about 18%;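 note: 0% = cells with DMSO and 100% = no-cell wells with DMSO; some compounds called inactive have numbers as strong as hits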
# Target sequence (P47898 whole entry, looked up): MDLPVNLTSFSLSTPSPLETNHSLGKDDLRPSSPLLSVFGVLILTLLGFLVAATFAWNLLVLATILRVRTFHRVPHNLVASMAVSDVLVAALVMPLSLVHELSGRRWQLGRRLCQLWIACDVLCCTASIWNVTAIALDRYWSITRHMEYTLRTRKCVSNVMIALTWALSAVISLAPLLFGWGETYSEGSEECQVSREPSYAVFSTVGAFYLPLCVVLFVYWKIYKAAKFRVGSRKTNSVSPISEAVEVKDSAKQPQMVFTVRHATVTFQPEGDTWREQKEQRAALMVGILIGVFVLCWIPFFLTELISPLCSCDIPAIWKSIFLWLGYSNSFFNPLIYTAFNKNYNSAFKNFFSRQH
# PfHsp90 yeast 2 – inhibits growth of yeast expressing Plasmodium falciparum Hsp90; AID 504621; S. cerevisiae expressing PfHsp90, BacTiter-Glo ATP, 48 h; yeast lacking PDR1 and PDR3 efflux regulators; 310,000 compounds, 0.32% hits; inhibition, % at 9.4 µM;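 active = every replicate shows inhibition above about 80%, whatever the replicate mean, limit read from the data; inconclusive = mean inhibition reaches the set limit but some replicate falls short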;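 note: 0% = DMSO neutral controls and 100% = 20 µM radicicol positive controls; yeast relying on Plasmodium falciparum Hsp90 in place of its own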
# Tat transport – inhibitors of E. coli Tat protein transport | 340,000 compounds, 0.036% hits | E. coli MC4100 TorA-mCherry Tat export, fluorescence | inhibition, % at 10 µM;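 active = mean replicate inhibition at least 50% and at least half of replicates individually reaching 50%; inconclusive = only one of the two criteria met; inactive = neither criterion met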;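 note: exported cargo escapes ClpAP degradation while cytoplasmic cargo is degraded and loses fluorescence; 0% = median of neutral control wells and 100% = median of NaSCN control wells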
# Numbers without * were called inactive; u = inconclusive; x = no result given.
# Each structure is followed by: E coli growth	PKA-R2B act	Tat transport	HTR5A inv ag	SUMO Mot1 rescue	AddAB inh	MOR-DOR ag	PfHsp90 yeast 2	OPRM1-OPRD1 inv	phage Ecoli inh	PKA-R1A activ
O=C(N/N=C/c1cc(Cl)cc([N+](=O)[O-])c1O)c1ccccc1NS(=O)(=O)c1cccs1
→ -2.1	3.3	3.5	-3.2	-44.9	0.5	-1.7	-99.9	8.7	1.6	-1.9
O=C(CSc1nc2ncc(Br)cc2[nH]1)c1cccc([N+](=O)[O-])c1
→ 1.3	-11.3	-9.1	15.3	-7.3	1.6	2.7	3.8	-13.2	2.9	-5.7
CCC(=NCCc1c(C)[nH]c2ccccc12)C1=C(O)CC(c2ccccc2)CC1=O (stereo not given)
→ -0.8	-2.6	9.9	-2.0	21.2	-2.4	1.7	11.1	-8.7	2.5	-27.4
CC(C)(C)OC(=O)[C@H](Cc1ccccc1)NC(=O)c1nc[nH]c1C(=O)N1CCN(C(=O)OC(C)(C)C)CC1
→ -4.3	-1.0	-0.9	14.9	-1.1	-3.2	1.5	x	-8.3	0.0	-2.5
Cc1n[nH]c(=S)n1-c1ccc(Cl)cc1
→ 0.8	-0.3	-5.0	16.0	15.0	1.5	-3.7	-7.5	17.6	3.6	-11.7
Cc1ccc([N+](=O)[O-])c(OCCN2C(=O)NC(C)(C)C2=O)c1
→ 1.8	-10.4	-2.6	3.5	13.0	3.5	-2.7	4.0	13.7	0.8	-20.1
CC(C)Nc1ncnc2[nH]ncc12
→ x	-1.1	-1.9	2.9	x	x	-0.2	-1.9	1.2	3.2	9.8
COc1ccc(/C=N/OCC(=O)N2CCCC2)c(OC)c1
→ 0.7	-4.6	8.0	-22.6	-4.5	0.1	-0.8	7.4	4.0	1.4	3.0
CCCCNC(=O)/C=C/c1ccc(S(=O)(=O)Nc2ccc(OC)cc2)cc1
→ -3.7	-6.3	-3.9	7.7	174.7	-3.9	-1.9	-62.8	8.9	1.9	-6.8
CCC(C)C(=O)Nc1cc([N+](=O)[O-])ccc1Cl (stereo not given)
→ -0.1	6.0	-4.8	-32.4	-2.0	2.3	-1.2	-24.8	6.2	-1.2	-0.4
O=C(CNC(=O)c1cccs1)N=Nc1c(O)[nH]c2ccc(Br)cc12
→ 0.1	-14.4	-2.5	25.1	2.5	0.7	-6.5	16.5	32.5	0.8	-15.1
Cc1cccc2cc(CN(Cc3ccccc3)C(=O)c3cccc(F)c3)c(Cl)nc12
→ -1.6	-1.9	-2.5	11.8	-4.3	1.3	-2.2	0.6	10.0	0.8	5.2
CCN(CC)S(=O)(=O)c1ccc(NC=C(C#N)C#N)cc1
→ 0.1	-10.9	5.2	-2.3	-29.6	2.0	-3.3	12.7	17.4	2.8	-8.9
O=C(CNC(c1ccccc1)c1ccccc1)Nc1ccccc1Br
→ 1.3	-5.9	13.0	-0.1	50.5	0.9	4.8	10.9	-21.4	1.2	-16.2
CCOC(=O)Cn1c(CN(Cc2ccccc2)Cc2ccccc2)nc2c1c(=O)n(C)c(=O)n2C
→ -0.2	0.3	2.1	8.4	7.9	0.6	12.2	x	-55.5	1.6	0.8
O=C(c1cccc(S(=O)(=O)N2CCCC2)c1)c1nnc(-c2ccncc2)o1
→ -1.6	-12.4	2.1	2.8	3.3	0.9	1.1	12.4	-7.2	2.3	-3.9
CC(C)c1ccc(C2(C)NC(=O)N(C(C)C(=O)Nc3ccc(N4CCOCC4)cc3)C2=O)cc1 (stereo not given)
→ x	3.6	-0.8	0.4	x	x	4.0	x	-25.8	3.0	0.1
O=C(Nc1cc(C(F)(F)F)ccc1F)C1CCC1
→ 0.7	0.7	10.5	-3.4	10.9	2.4	-0.7	1.7	3.4	1.4	13.4
Cc1nc2ccc(NC(=O)c3cccc(S(=O)(=O)N(C)c4ccccc4)c3)cc2s1
→ 0.4	-7.0	-2.1	6.0	-20.5	2.3	1.3	28.5	-6.8	x	-5.8
COc1ccc(/C=N\NC(=O)c2cccc(F)c2)cc1COc1ccccc1
→ 0.7	-4.0	2.2	16.4	51.3	4.6	-0.4	-14.4	2.1	2.5	-0.8
CC(C)N1C(=O)/C(=C\c2nc3ccccc3c(=O)n2-c2ccccc2)c2ccccc21
→ 0.8	2.2	2.2	-16.9	-26.0	3.4	-0.5	-3.4	2.6	5.8	-4.5
Cc1ccc2nsnc2c1S(=O)(=O)Nc1cccc2nsnc12
→ -1.9	-1.9	-1.8	23.8	84.0	-2.6	-1.9	-12.8	10.5	4.1	9.3
CCCCCOc1ccc(NC2=CC(=O)CCC2)cc1
→ 0.6	2.8	-7.5	5.0	435.2	0.3	-0.7	11.7	3.0	2.9	-5.8
O=C(NCCc1c[nH]c2ccccc12)c1ccc(Cl)cc1
→ -0.3	-1.3	9.2	-0.4	717.2	2.1	-1.4	1.2	7.0	0.5	2.9
CC(C)[C@H]1COCCS(=O)(=O)N1Cc1ccccc1-c1cccc2c1oc1ccccc12
→ 2.1	4.8	-2.6	0.6	x	1.1	-0.1	-6.4	-0.1	0.1	-5.0
CC(C)C(C(=O)N1CCN(Cc2ccccc2)CC1)c1ccccc1 (stereo not given)
→ -1.9	-8.1	-7.9	9.3	3.4	2.5	-0.7	-5.0	3.2	2.1	4.5
Cc1ccnc(NS(=O)(=O)c2ccccc2)n1
→ -1.2	-20.5	2.2	-16.2	1.6	0.6	-1.4	12.6	8.1	3.5	0.8
COc1ccc(NC(=O)COC(=O)C2CCCCC2)c([N+](=O)[O-])c1
→ 0.0	5.2	3.6	-10.3	2.3	2.3	6.3	-2.3	-33.2	2.4	-7.4
COCC(=O)Nc1ccc2nc3n(c(=O)c2c1)CCCCC3
→ -1.9	-13.7	-9.2	-2.8	-0.8	1.3	-3.1	-7.0	16.6	4.2	-5.3
CCOc1ccc(N2CC(C(=O)N3CCCC3)CC2=O)cc1 (stereo not given)
→ 1.1	11.2	-2.3	9.4	-13.0	1.9	-2.9	-70.2	15.6	2.6	5.8
CCn1cc(Br)c(C(=O)N2CCN(c3ccccc3)CC2)n1
→ 2.2	-0.1	-6.3	2.6	0.9	2.5	1.5	2.9	-9.1	0.9	-0.8
Cc1ccccc1NC(=O)CCc1nnc2ccc(N3CCC4(CC3)OCCO4)nn12
→ 1.4	4.9	-2.4	-1.2	34.5	4.4	-0.7	13.3	3.8	-2.9	-0.2
Cc1cccc(NC(=S)NNc2ncc(C(F)(F)F)cc2Cl)c1
→ -4.6	6.4	-7.3	48.5	-15.2	-3.5	-8.7	-7.7	45.0*	-3.0	9.2
COc1ccc(-c2nn(-c3ccccc3)cc2/C=N/Nc2ccc(S(N)(=O)=O)cc2[N+](=O)[O-])cc1OC
→ -0.5	1.6	0.5	14.1	5.7	1.8	-1.0	-11.6	5.9	0.3	-7.9
CN(c1ccccc1)S(=O)(=O)c1ccc(NC(=S)NC(=O)c2ccccc2)cc1
→ 3.6	-5.3	-12.3	23.9	-7.5	3.9	-2.7	-16.2	11.6	2.5	-14.3
O=c1nccc(NCc2ccco2)[nH]1
→ -1.2	2.5	2.8	-12.1	-4.3	1.8	-3.6	27.2	18.4	2.9	-13.1
Cc1nc2ncnn2c(C)c1CCC(=O)N1CCCCC1
→ 0.3	-5.8	u	4.5	-9.1	0.9	-3.0	-14.9	16.2	2.1	-10.3
O=C(COc1ncnc2scc(-c3ccc(Cl)cc3)c12)NCc1ccco1
→ -1.4	-2.0	17.5	-0.8	0.1	2.4	0.5	-9.1	-2.4	-2.7	6.2
CC1CCN(C(=O)Cn2c(=O)c3cccn3c3ccccc32)CC1
→ -4.4	3.9	-3.9	2.3	-13.6	3.7	-0.1	16.6	0.7	0.6	5.6
Cc1ccc(S(=O)(=O)N2CCCCC2)cc1NC(=O)COc1ccccc1
→ 2.1	-5.6	2.6	6.2	-13.6	0.7	0.2	-25.5	-1.1	3.9	-3.9
O=C(CCc1c[nH]c2ccccc12)NCCc1ccc(Cl)cc1
→ -0.1	-5.7	-3.5	7.3	-4.8	4.2	-1.8	-3.1	9.7	2.6	13.7
Cc1ccc(-n2nc(C)c3c(C)c(CCC(=O)NCc4ccccc4)c(C)nc32)cc1
→ 0.9	3.1	-7.7	0.5	3.4	0.8	-1.6	8.4	9.5	2.1	1.2
CC(C)(C)C1CCC(=NNC(=O)C(=O)NC2CCCCC2)CC1 (stereo not given)
→ -0.7	-9.2	0.6	-25.2	-2.1	0.6	-1.1	-5.6	5.7	0.7	-3.3
COc1ccc(C)cc1NC(=O)CCC(=O)Nc1nnc(C2CCCCC2)s1
→ 0.2	1.5	-2.4	22.7	0.2	3.6	-1.6	-3.6	8.4	2.0	-6.1
CNC(=S)NNc1nc(N2CCOCC2)nc(N2CCOCC2)n1
→ 0.7	-5.8	5.6	-1.0	-24.9	3.4	-3.2	-7.3	15.2	2.4	-6.3
NC(=O)c1cc2ccc(O)cc2oc1=Nc1ccccc1
→ x	0.3	u	9.7	x	x	-0.8	28.6	3.2	4.4	-10.4
O=C(Nc1ccccc1Cl)NC1CCCCCCC1
→ x	-17.4	-0.7	-3.1	31.3	x	0.6	-6.6	-2.9	0.6	-3.8
CCOc1ccc(-n2ccnc(SCC(=O)Nc3cccc(OC)c3)c2=O)cc1
→ 2.0	1.4	-9.8	-14.7	-5.9	2.1	0.5	-17.3	-2.5	2.5	-12.1
Cc1cc(=O)oc2cc(OCC(=O)N3CCCC3)c(Cl)cc12
→ -0.9	6.1	-5.6	-10.1	4.9	3.0	-1.3	-4.6	5.4	-1.1	2.5
CCN(C[C@H]1N[C@@](C)(C(=O)OC)[C@H]2C(=O)N(Cc3ccccc3)C(=O)[C@@H]12)C(=O)COC
→ -2.3	-0.1	-2.9	-0.1	x	-0.2	-2.8	-22.5	13.1	1.1	-8.2
O=C(CCS(=O)(=O)c1ccccc1)Nc1ccc(Cl)cn1
→ 1.3	2.4	9.3	1.4	2.6	3.2	-3.0	14.8	17.0	2.2	-6.3
CCCCCCNC(=O)Nc1ccccc1
→ -3.5	9.1	-3.3	-1.8	-10.2	-0.2	4.3	2.6	-24.2	2.7	-0.3
O=C(CSc1nnc(-c2ccco2)n1Cc1ccccc1)NCc1ccccc1
→ -1.1	5.4	-2.6	-2.2	4.0	2.5	-1.9	-15.0	10.7	1.4	-3.2
CN(C)CCCNc1ncnc2c1cnn2-c1ccccc1
→ -1.4	-13.7	-2.2	5.2	173.3	-1.9	-0.1	-1.7	0.3	x	-7.3
CC(=O)c1cccc(NC(=S)NC(=O)c2ccc(Cl)cc2)c1
→ 1.6	5.7	-12.0	29.5	8.9	1.1	-2.8	-28.6	17.2	3.1	-4.0
NC(N)=Nc1nc(-c2ccccc2)c2cc(Cl)ccc2n1
→ 3.1	-4.7	16.7	4.3	0.0	4.7	-2.9	1.5	14.3	4.1	-4.7
O=S(=O)(CCN1CCOCC1)c1ccc(OC(F)(F)F)cc1
→ -2.4	-2.5	-5.2	5.3	-17.4	0.3	-0.8	-1.3	4.9	2.0	5.5
CCOc1ccccc1C1CC(=O)Nc2cc(OC)c(OC)cc21 (stereo not given)
→ x	-3.9	-4.1	-8.2	-8.0	x	0.4	5.7	-1.8	1.7	-0.3
